Screening results from PubChem.
HT1080 IDH1KD tx: HT-1080 IDH1 knockdown cell toxicity (counter line) | AID 686971 | Potency, µM (top dose mostly 46.1 µM), for the others: at the top dose activity, negative = toxicity, usual class: cytotoxic | HT-1080 IDH1 knockdown viability, ATP luminescence, 48 h | 2% of 360,000 active;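 note: potency is the fitted concentration of half-maximal effect; 0% = DMSO wells and -100% = cell-free medium wells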
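Using the IDH1-knockdown HT-1080 line run in the same batch and compound series as the NT line, viability after 48 h at 37 °C was determined by CellTiter-Glo luminescence and expressed as % activity.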
SW480 rereplic: DNA re-replication induction in SW480 cells; SW480 DNA re-replication, Hoechst DNA content imaging, 48 h; Potency, µM (highest dose often 46.1 µM), for inactives: at the highest dose re-replication activation, hits mostly activators; 1.8% of 340,000 active; note: potency is the fitted concentration of half-maximal effect; % of control where 0% means no effect; nearly all actives have a fitted effect of over 55% in size
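Cells (250 per well) received 23 nL compound or DMSO by pin tool and were kept 48 hr at 37 C, 5% CO2. Nuclei were then stained with Hoechst for 40 min and scanned for DNA content.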
IL1B secr inh: blocks inflammasome-driven IL-1 beta release | THP-1 LPS/ATP IL-1B secretion, AlphaLISA, 16 h; active compounds read low | activity change, % at 57.5 µM | 4.7% of 360,000 active; in the data active = activity change below about -50%; inconclusive = mostly about -30% to -49%; note: % is set by controls: 0 for no effect and ±100 for the full control effect
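THP-1 cells pretreated 1 hr with compounds (up to 57.5 uM final), then stimulated with LPS (250 ng/mL final) plus ATP (1.25 mM final); secreted IL-1B measured by AlphaLISA after 16 hr, decreased signal indicating inhibition.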
ATXN2 expr inh: inhibitors of ATXN2 expression; 0.72% of 360,000 active; Potency, µM (highest dose often 57 µM), for the others: top-dose activity change, negative = inhibition, usual class: inhibitors; HEK-293 ATXN2-luciferase reporter, luminescence, 24 h; note: potency is the fitted concentration of half-maximal effect; % is set by controls: 0 for no effect and ±100 for the full control effect; nearly all actives have a fitted effect of over 55% in size
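ATXN2-luciferase reporter cells (luciferase flanked by upstream and downstream ATXN2 gene portions) were treated 24 h at 37 °C with compounds at up to 57 uM. SteadyGlo luminescence gave expression; GF-AFC fluorescence gave viability.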
MCF10A rereplic: induces DNA re-replication in MCF 10a normal breast cells | Potency, µM (highest dose often 46.1 µM), without a hit: top-dose activity, positive = re-replication, most hits filed as activators | 2.9% of 350,000 active | MCF 10A DNA re-replication, Hoechst nuclear intensity, 48 h; note: potency is the fitted concentration of half-maximal effect; % of control where 0% means no effect; nearly all actives have a fitted effect of over 50% in size
KB-V1 cytotox: KB-V1 MDR subline cytotoxicity. KB-V1 MDR cells viability, CellTiter-Glo, 72 h. Potency, µM (series often up to 46.1 µM), for the others: top-dose activity change, negative = cytotoxicity, hits mostly cytotoxic. 3.4% of 400,000 active. AID 1347076; note: potency is the fitted concentration of half-maximal effect; % is set by controls: 0 for no effect and ±100 for the full control effect; nearly all actives have a fitted effect of over 60% in size
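Cytotoxicity toward P-gp-expressing KB-V1 cells was determined as loss of CellTiter-Glo luminescence after 72 h at 37 degrees C. Compounds were tested in quantitative HTS format across a concentration range, with curves fitted to normalized data.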
HT1080-NT tox: kills 2HG-producing HT-1080-NT fibrosarcoma cells. AID 686970. 1.6% of 360,000 active. HT-1080-NT fibrosarcoma viability, CellTiter-Glo ATP luminescence, 48 h. Potency, µM (highest dose often 46.1 µM), inactives show top-dose activity, negative = less viability, most hits filed as cytotoxic;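 note: NT is the 2HG producing partner of a matched IDH1 knockdown line; potency is the fitted concentration of half-maximal effect; 0% = DMSO-treated cells and -100% = media-only wells without cells; nearly all actives have a fitted effect of over 55% in size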
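HT-1080-NT fibrosarcoma cells (2HG-overproducing), 750 cells/well in RPMI with 5% FBS, dosed after 2 h and incubated 48 h at 37C. CellTiter-Glo luminescence normalized to DMSO and no-cell wells; concentration-response curves fitted and classed.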
S2 tox: reduces viability in counter-screen for ATXN expression inhibitors; S2 cells (HEK-293 line with an ATXN2-luciferase reporter) viability, CellTiter-Fluor protease fluorescence, 24 h; Potency, µM (doses to about 56.7 µM), usual class: cytotoxic; 0.49% of 400,000 active; AID 651635; note: potency is the fitted concentration of half-maximal effect; nearly all actives have a fitted effect of over 40% in size
KB-3-1 cytotox: KB-3-1 parental cell cytotoxicity. 1.4% of 400,000 active. KB-3-1 viability, CellTiter-Glo ATP luminescence, 72 h. Potency, µM (doses to about 46.1 µM), without a hit: at the highest dose activity change, negative = cytotoxic, hits mostly cytotoxic; note: potency is the fitted concentration of half-maximal effect; % is set by controls: 0 for no effect and ±100 for the full control effect; nearly all actives have a fitted effect of over 60% in size
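Parental KB-3-1 viability, qHTS format: 72 h compound exposure, 37 °C; CellTiter-Glo; media-only wells and DMSO plates as controls; concentration-effect fits on corrected data.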
Starred values were filed as active, the others as inactive; i = inactive; ? = inconclusive; . = no result given; [ ] = dose if it differs, or a comment. Unless noted, calls come from the whole dose curve; as a rule, active = well fitted curve in the direction sought with a large enough effect; inconclusive = small, poorly fitted or top-dose-only effect, or another doubt; inactive = no such curve, though single readings can be large; an effect the other way counts as inactive or inconclusive. Some of the compounds tested (hit frequency here may not be typical).

SMILES	HT1080 IDH1KD tx	SW480 rereplic	IL1B secr inh	ATXN2 expr inh	MCF10A rereplic	KB-V1 cytotox	HT1080-NT tox	S2 tox	KB-3-1 cytotox
FC(F)(F)c1ccc2c(c1)NP(=S)(N1CCOCC1)c1nccn1-2 (configuration not stated)	2%	?	-13	-10%	?	15%	-1%	i	5%
COc1ccc(CCNCc2cccn2C)cc1	-3%	?	?	11%	3%	4%	-2%	i	3%
CCOP(=O)(OCC)C(Cc1ccccc1)NC(C)=O (configuration not stated)	-3%	1%	10	-29%	8%	14%	-1%	?	1%
Cc1cc(C)n2nc(C)[n+](C)c2n1	11%	-7%	22	3%	10%	-5%	8%	i	5%
Cc1cccc(Cn2cccc(C(=O)Nc3ccc(F)cc3F)c2=O)c1	.	.	.	-11%	.	?	.	i	?
Cc1ccc(C(O)(C(=O)OC(C)C)C(O)c2ccc(F)cc2)cc1 (configuration not stated)	-1%	.	15	.	.	-1%	-4%	.	1%
O=C1CC(C(=O)N2CCC3(CC2)OCCO3)CN1CCc1ccccc1 (configuration not stated)	10%	-5%	-2	4%	1%	-2%	14%	i	12%
Nc1ccc(Cc2ccc(N)cc2)cc1	10%	-8%	-14	2%	2%	12%	5%	i	3%
C1=C(CCNCc2ccccc2)CCCC1	-2%	-15%	-3	-13%	13%	17%	3%	i	6%
ClC1=C(Cl)C2(Cl)C3C(Cl)C=CC3C1(Cl)C2(Cl)Cl (configuration not stated)	0%	12%	56	4%	12%	10%	24%	i	0%
C[C@H]1CC[C@H]2NCCN[C@H]2C1	13%	-30%	-4	-10%	-3%	-7%	-2%	i	-3%
NCC(CC(=O)O)C1CCCCC1 (configuration not stated)	-1%	-5%	-3	0%	0%	20%	-5%	i	-11%
CN1CCN(c2ccc([N+](=O)[O-])c(N3CCCCC3)c2)CC1	1%	-4%	6	-33%	?	-11%	-3%	?	-2%
c1cncc(CNC2CCCCC2)c1	6%	-4%	32	16%	1%	?	3%	i	3%
COc1ccc(-n2c(O)c(C(C)=Nc3ccc4c(c3)CCC4)c(=O)[nH]c2=O)cc1	2%	-5%	6	-2%	6%	0%	1%	?	1%
CCN(CC)C(=O)c1ccc(NC(=O)c2cn(-c3ccccc3)nc2-c2ccc(OC)cc2)cc1	-23%	-3%	-5	-3%	2%	-19%	-3%	i	-17%
CCOC(=O)C1=CC(=C2C(=O)N(CC)C(=S)N(CC)C2=O)c2ccccc2O1	4%	15%	-15	-18%	?	-11%	5%	i	5%
Clc1ccc2c(c1)C(OC1CN3CCC1CC3)c1ccccc1CS2 (configuration not stated)	?	?	-104*	?	?	16µM*	-25%	.	?
CCCCCn1c(=O)c(C(=O)Nc2ccccc2S(N)(=O)=O)c(O)c2ccccc21	?	3.7µM*	?	?	4.1µM*	?	-17%	i	10µM*
NNC(=O)c1ccc(Cl)cc1	7%	0%	4	-8%	-9%	12%	5%	i	10%
Cc1ccc(N2C(=O)NC(=O)C(CCc3ccccn3)(Cc3ccc(F)cc3)C2=O)cc1 (configuration not stated)	2%	-1%	18	-13%	?	?	0%	i	3%
COc1ccc(-c2nc(CS(=O)CC(=O)N3CCC4(CC3)OCCO4)c(C)o2)cc1 (configuration not stated)	-12%	-3%	-1	.	1%	-3%	-9%	.	10%
CCC(=Nc1ccc(OC)cc1OC)c1c(O)[nH]c(=O)[nH]c1=O	-3%	-9%	-16	3%	?	10µM*	6%	i	?
Clc1ccc(N2CCNCC2)nn1	7%	2%	4	36%[activator]	7%	4%	18%	i	4%
CC(=NCCCn1ccnc1)c1c(O)n(-c2ccccc2)c(=O)[nH]c1=O	23%	-5%	10	-1%	6%	1%	14%	i	-1%
O=C(Cc1ccccc1)N1CCN(Cc2ccccc2Cl)CC1	0%	-7%	16	.	13%	2%	1%	i	-5%
C=CCN=C(SCC(=O)c1ccc(Cl)cc1)c1c(O)n(C)c(=O)n(C)c1=O	?	?	-29	.	27%	-24%	-29%	i	1%
c1ccc(C2(N3CCCCC3)CCCCC2)cc1	-4%	-8%	15	-7%	0%	-8%	8%	i	0%
Cc1cc(C)cc(N2C(=O)NC(=O)/C(=C/c3cccn3-c3ccc(Cl)cc3)C2=O)c1	?	9%	-96*	?	16µM*	5%	?	.	1%
CC(=O)c1ccc2c(c1)OCO2	4%	-5%	15	1%	4%	20%	4%	i	0%
COC(=O)C1=C(c2cccc(OC)c2OC)C[C@@H]2CC[C@H]1N2C(=O)NCCS(C)=O (some centres not stated)	8%	-4%	13	7%	0%	3%	7%	i	-3%
CN1CCN(Cc2nc3ccccc3c(=O)[nH]2)CC1	-9%	0%	26	3%	-3%	8%	-7%[9.24 µM]	i	-12%
CC(=O)N1N=C2C3CCN(CC3)C2C1c1cccc2ccccc12 (configuration not stated)	-2%	-1%	-13	0%	1%	1%	0%	i	3%
Fc1ccccc1CCNCc1cccc2ccccc12	?	-2%	-21	-9%	?	-6%	?	i	7%
CC(C)C[C@H]1COc2cccc(N3CCN(C)CC3)c2S(=O)(=O)N1	-6%	.	-27	-6%	.	-1%	-26%	i	-7%
Cc1ccc(-n2c(/C=C/c3ccccn3)nc3ccccc3c2=O)cc1	9%	-5%	-19	4%	?	-24%	0%	i	?
O=C(N/N=C/c1cc(Br)c(Br)s1)c1ccncc1	-25%	19%	60	?	?	?	-12%	?	?
O=C(CCl)Nc1nccs1	?	16µM*	-62*	.	?	?	?	?	?
NC(Cc1ccccc1)Cc1ccccc1	6%	-15%	0	.	-7%	-4%	3%	i	7%
CC(c1ccccc1)n1cncc1C(=O)O (configuration not stated)	9%	0%	22	-1%	1%	1%	-1%	i	5%
N=C1c2ccccc2CN1NC(=O)c1ccc(Br)cc1	-4%	-1%	-102*	-1%	?	4%	1%	i	10%
NS(=O)(=O)c1nc[nH]c1[N+](=O)[O-]	-2%	-10%	-5	-1%	-1%	5%	-1%	i	-2%
O=C(OCC(=O)c1ccc([N+](=O)[O-])cc1)/C(=C\c1ccc(Cl)cc1)NC(=O)c1ccccc1	-20%	143%	?	-2%	-10%	-11%	0%	i	3%
O=P(C(=Nc1ccc(Cl)cc1)N1CCOCC1)(N1CCOCC1)N1CCOCC1	10%	-9%[9.22 µM]	3	6%	3%	7%	5%	i	-2%
COc1ccc2c(c1)CC1(CN2C)C(=O)NC(=O)N(CCc2ccccc2)C1=O (configuration not stated)	1%	-4%	21	-1%	24%	?	4%	i	12%
CC(C)C(=O)Nc1ccc(S(=O)(=O)N2CC3CC(C2)c2cccc(=O)n2C3)cc1 (configuration not stated)	3%	2%	0	.	2%	-5%	3%	i	-5%
COC(=O)C1=C(c2ccc(-c3ccccc3)c(F)c2)C[C@@H]2CC[C@H]1N2C(=O)N1CCCCC1	21µM*	-57%[inhibitor][9.22 µM]	-12	?	?	?	?	?	-8%
NC(=O)CSP(=O)(c1ccccc1)c1ccccc1	-21%	-3%	-15	-10%	-20%	0%	-8%	i	16%
COc1cc2c(cc1OC)-c1c(OC)c(OC)cc3c1C(C2)N(C)CC3 (configuration not stated)	-3%	?	-6	-26%	-2%	?	-1%	i	-8%
CC1CCCCN1C(=O)c1ccc(N2CC3CC(C2)c2cccc(=O)n2C3)c([N+](=O)[O-])c1 (configuration not stated)	-6%	-79%[inhibitor]	-5	6%	?	-17%	5%	i	22%
COC(=O)C1=C(c2ccc(C(C)=O)cc2)C[C@@H]2CC[C@H]1N2C(=O)NCc1ccc2c(c1)OCO2	-3%	-10%	-6	8%	2%	3%	1%	i	9%
Cc1ccc(N=C2N=C(N)c3ccccc32)c(C)c1	-13%	6%	?	-9%	?	-14%	-16%	i	-10%
O=c1[nH]c2ccccc2n1C1CCN(C(c2nnnn2Cc2ccccc2)C2CC2)CC1 (configuration not stated)	21µM*	.	-5	?	.	?	?	?	-1%
O=S(=O)(c1ccccc1)N1Cc2ccccc2-n2nncc2C1	-1%	.	3	4%	.	?	2%	i	6%
CC12CC[C@H]3[C@@H](CCC4(O)C[C@H](O)CCC34/C=N/NC(=O)c3ccccc3O)C1(O)CCC2C1=CC(=O)OC1 (some centres not stated)	18µM*	?	-20	?	?	?	?	i	?
C=CCn1c(O)c(/C=N/NC(=O)c2ccncc2)c(=O)[nH]c1=O	23%	-4%	-12	-12%	1%	?	29%	i	18%
CCOP(=O)(OCC)c1nc(-c2cccc3ccccc23)oc1NCc1ccccc1	4%	?	-61*	-11%	?	9.2µM*	12%	i	-19%
COP(=O)(OC)C(NC(=O)C(C)(C)C)=C(Cl)Cl	3%	-7%	-9	1%	-2%	?	2%	i	-21%

A few values from the list.
HT1080-NT tox with c1cncc(CNC2CCCCC2)c1 stands at 3%
MCF10A rereplic with O=C1CC(C(=O)N2CCC3(CC2)OCCO3)CN1CCc1ccccc1 (configuration not stated) stands at 1%

Arranged by length of the SMILES (lowest first): part of the list above
SMILES	HT1080 IDH1KD tx	SW480 rereplic	IL1B secr inh	ATXN2 expr inh	MCF10A rereplic	KB-V1 cytotox	HT1080-NT tox	S2 tox	KB-3-1 cytotox
CCOP(=O)(OCC)c1nc(-c2cccc3ccccc23)oc1NCc1ccccc1	4%	?	-61*	-11%	?	9.2µM*	12%	i	-19%
CC(C)C(=O)Nc1ccc(S(=O)(=O)N2CC3CC(C2)c2cccc(=O)n2C3)cc1 (configuration not stated)	3%	2%	0	.	2%	-5%	3%	i	-5%
CC1CCCCN1C(=O)c1ccc(N2CC3CC(C2)c2cccc(=O)n2C3)c([N+](=O)[O-])c1 (configuration not stated)	-6%	-79%[inhibitor]	-5	6%	?	-17%	5%	i	22%
COC(=O)C1=C(c2ccc(C(C)=O)cc2)C[C@@H]2CC[C@H]1N2C(=O)NCc1ccc2c(c1)OCO2	-3%	-10%	-6	8%	2%	3%	1%	i	9%
